HT1080 viability = HT1080 cell viability loss – fluorescence readout (AID 620) | cytotoxicity, % at 10 µM; hits with a dose series show EC50 in µM | 0.42% of 87,000 active | HT1080 viability, fluorescence; higher % means a stronger effect;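 also: cells exposed to compound overnight then 4 h with Alamar Blue; 0% = vehicle DMSO and 100% = killing control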
PMK inhibit = blocks S. pneumoniae phosphomevalonate kinase | purified PMK, PK/LDH-coupled NADH absorbance 340 nm | inhibition, % at 10 µM | 0.49% of 65,000 active;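 active = top-ranked compounds by inhibition in the single 10 µM screen, taking a fixed number of the strongest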;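 also: 0% = full reaction with DMSO carrier and 100% = background rate without enzyme reaction; no value below 0 was filed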
Bfl-1 inhibitors = displacement of Bid BH3 peptide from Bfl-1 – biochemical, fluorescence polarization, FITC-Bid, mouse, primary screen (AID 432); one-dose displacement, % at 20 µM; IC50 in µM for titrated hits; 0.02% of 64,000 active; FITC-Bid BH3 peptide fluorescence polarization displacement; higher % means a stronger effect; in the data active = a potency from the dose series; inactive = the rest, 99 in 100 with displacement below about 15%; also: strong numbers were not always called active
Alkaline phosphatase = inhibition of tissue-nonspecific alkaline phosphatase – biochemical, luminescent (AID 518); inhibition, % at 20 µM, or IC50 in µM where a hit was titrated; 0.09% of 64,000 active; purified TNAP enzyme, luminescent substrate readout; higher % means a stronger effect; in the data active = a potency from the dose series; inactive = the rest, 99 in 100 with inhibition below about 22%;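 also: plate controls were vehicle for no effect and reference inhibitor for full effect; many of its hits are not listed in these tables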
LYP inhibition = LYP phosphatase inhibitors, primary screen, biochemical, DiFMUP fluorescence, recombinant catalytic domain, 10 µM (AID 606) | recombinant LYP catalytic domain, DiFMUP fluorescence; higher % means a stronger effect | one-dose inhibition, % at 10 µM; IC50 in µM for titrated hits | 52,000 tested, under 10 active;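 active = IC50 under 40 µM in the dose-response test; inactive = IC50 of 40 µM or more, or never dose-tested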
Spn MK inh = S. pneumoniae mevalonate kinase inhibition | purified MK, PK/LDH-coupled NADH absorbance 340 nm | inhibition, % at 10 µM | 0.48% of 65,000 active | AID 555;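 active = ranked among the strongest by inhibition in the single 10 µM screen, a fixed top-ranked set picked for dose follow-up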; also: no value below 0 was filed
HPDE-C7 cytotoxicity = HPDE-C7 pancreatic duct cell viability loss – fluorescence, HTS (AID 430). HPDE-C7 pancreatic duct cells viability, fluorescence; higher % means a stronger effect. one-dose cytotoxicity, % at 10 µM; EC50 in µM for titrated hits. 1.8% of 63,000 active;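 also: cells exposed to compound for 48 hours before viability readout; 0% = vehicle and 100% = reference cytotoxic drug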
DPM-DC inhibit = blocks S. pneumoniae diphosphomevalonate decarboxylase; calls only at 10 µM; purified DPM-DC, PK/LDH coupled NADH fluorescence; 0.49% of 65,000 active;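 active = the 320 compounds with the highest percent inhibition in the single-dose primary screen, excluding strongly autofluorescent ones, cut at about 32% in these data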;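 also: kinetic rate of NADH fluorescence loss reporting ADP formed by the decarboxylase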
KRASV12 cytotoxicity = cytotoxicity in KRAS-transformed pancreatic duct cells, primary screen, cell-based, fluorescence, HTS (AID 431); 1.7% of 63,000 active; HPDE-C7K KRASV12 cells, Alamar Blue viability, 48 h; higher % means a stronger effect; one-dose cytotoxicity, % at 10 µM; EC50 in µM for titrated hits;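 active = compounds whose percent cytotoxicity in the single-dose primary screen, scaled between solvent and toxic-drug controls, exceeds 50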;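 also: 0% = DMSO solvent wells and 100% = doxorubicin-treated wells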
PMK inhibit pilot replicates = second read-out of PMK inhibit, no call of its own (marks repeat the call); inhibition, %; measured here: pilot screen replicates
Spn MK inh pilot replicates = second read-out of Spn MK inh, no call of its own (marks repeat the call); inhibition, %; measured here: pilot screen replicates
DPM-DC inhibit pilot screen % = second read-out of DPM-DC inhibit, no call of its own (marks repeat the call); inhibition, %; measured here: pilot screen trials
* = called active by the depositor; i = inactive; / = not tested or not shown. Rule as the data show it, unless noted: active = cytotoxicity above about 50%; inactive = the rest.

SMILES | HT1080 viability | PMK inhibit | Bfl-1 inhibitors | Alkaline phosphatase | LYP inhibition | Spn MK inh | HPDE-C7 cytotoxicity | DPM-DC inhibit | KRASV12 cytotoxicity | others
CSc1ccc(C2C(C#N)=C(N)Oc3c2ccc(=O)c2c(C)oc(C)c32)cc1 (stereo not given) | 7% | 13 | -3% | 16% | / | 3 | -9% | i | -2%
CCOC(=O)c1ccc(NS(=O)(=O)c2ccc3c(c2)oc(=O)n3C)cc1 | -12% | 14 | 0% | 12% | -7% | 8 | 0% | i | 8% | PMK inhibit pilot replicates=3.0;Spn MK inh pilot replicates=5.0;DPM-DC inhibit pilot screen %=5.5
Cc1noc(C)c1COc1cccc(C(=O)N2CCN(C/C=C/c3ccccc3)CC2)c1 | 18% | 17 | -5% | 9% | -7% | 2 | 0% | i | 9%
O=C(CSc1nccn1-c1ccc(Cl)cc1)NCc1ccc2c(c1)OCO2 | -3% | 0 | -13% | 8% | 8% | 7 | 5% | i | 9%
CCOC(=O)C1CCN(C(=O)Cn2cc(C(=O)C3CC3)c3ccccc32)CC1 | / | 7 | -4% | -1% | 10% | 7 | -5% | i | -20%
CCOC(=O)c1[nH]c(C)c(C(=O)Nc2ccc3c(c2)CCC3)c1C | 1% | 10 | -3% | 17% | 9% | 1 | 18% | i | 12%
CCCC(=O)Nc1nnc(CC(=O)OCC)s1 | -2% | 9 | -3% | 4% | / | 5 | 0% | i | 13% | PMK inhibit pilot replicates=0.5;Spn MK inh pilot replicates=0.0;DPM-DC inhibit pilot screen %=0.5
Cc1ccc(NC(=O)CSC2=C(C#N)C(c3ccco3)C3=C(CCCC3=O)N2)cc1 (stereo not given) | 30% | 3 | -2% | 6% | -8% | 1 | 4% | i | 2%
CN(Cc1nc(-c2ccncc2)no1)S(=O)(=O)c1ccc(Cl)cc1 | -3% | 0 | 1% | 11% | 14% | 3 | -4% | i | -2% | PMK inhibit pilot replicates=4.0;Spn MK inh pilot replicates=2.5;DPM-DC inhibit pilot screen %=0.0
Cc1ccc(-n2c(N)c(C(=O)N3CCN(C)CC3)sc2=S)cc1 | -11% | 4 | 0% | 3% | 9% | 13 | -8% | i | -9%
COc1ccc(N2CCN(CCNC(=O)c3nnc(Cc4c(F)cccc4Cl)o3)CC2)cc1 | 6% | 9 | -4% | 10% | / | 10 | -10% | i | -11%
CC1CCN(C(=O)Cn2c(=O)oc3ccccc32)CC1 | -1% | 19 | 3% | 17% | / | 5 | -9% | i | -1% | PMK inhibit pilot replicates=0.0;Spn MK inh pilot replicates=5.0;DPM-DC inhibit pilot screen %=0.0
Cc1ccc(-c2ccc(CCC(=O)O)n2Cc2ccco2)cc1 | -3% | 15 | 8% | 3% | 8% | 8 | -2% | i | -7%
Cc1nnc(SCC2=C(C(=O)O)N3C(=O)[C@@H](NC(=O)Cn4cnnn4)[C@H]3SC2)s1 | 21% | 6 | -2% | 2% | 19% | 5 | 7% | i | -2% | PMK inhibit pilot replicates=2.5;Spn MK inh pilot replicates=0.0;DPM-DC inhibit pilot screen %=0.0
CC1CCCCC1NC(=O)Cn1cnc2ccccc2c1=O (stereo not given) | 3% | 3 | 0% | -1% | 19% | 5 | -10% | i | -18%
CC(=O)c1ccc(NC(=O)c2ccc(S(=O)(=O)N3CCCC3)cc2)cc1 | 0% | 16 | -4% | 19% | -2% | 4 | -15% | i | -6%
CCN(CCO)Cc1cn[nH]c1-c1ccc(C)c(C)c1 | 4% | 12 | -8% | 12% | / | 2 | -8% | i | 1%
CCCCNC(=O)CCCn1c(=S)[nH]c2cc3c(cc2c1=O)OCO3 | 2% | 8 | -2% | -8% | 17% | 0 | -2% | i | 1%
O=C(Nc1c(F)cc(F)cc1Br)c1cc2nc(C(F)F)cc(C(F)F)n2n1 | 1% | 8 | -4% | 7% | -8% | 13 | 10% | i | 7%
COc1ccc(C(=O)COC(=O)CCCn2c(=O)oc3ccccc32)cc1 | -10% | 14 | -5% | 10% | 7% | 4 | -10% | i | -16%
CC1CCCN(C(c2ccccc2)c2sc3ncnn3c2O)C1 (stereo not given) | 1% | 2 | 2% | 3% | 8% | 4 | -7% | i | -2%
COc1ccccc1NC(=O)c1ccc(NS(=O)(=O)c2c(C)noc2C)cc1 | -5% | 9 | -10% | 8% | / | 15 | 20% | i | 12%
Cc1ccc2c(CC(=O)Nc3ccc(N4CCN(C)CC4)cc3C)coc2c1 | -2% | 9 | -4% | 4% | 3% | 4 | 0% | i | 8%
N#CC1=C(N)C(C#N)(C#N)C(c2cccnc2)C2COCC=C12 (stereo not given) | -9% | 14 | 16% | 7% | -2% | 10 | 7% | i | 2%
N#CC1=C(N)SC(N)=C(C#N)C1c1cccc(Oc2ccccc2)c1 | 1% | 7 | 2% | 17% | / | 2 | 6% | i | 9%

Additional results follow:
SMILES | HT1080 viability | PMK inhibit | Bfl-1 inhibitors | Alkaline phosphatase | LYP inhibition | Spn MK inh | HPDE-C7 cytotoxicity | DPM-DC inhibit | KRASV12 cytotoxicity | others
CC(=O)c1c(C)nc(-c2ccc(Cl)cc2)nc1NC(=O)C(C)C | -7% | 0 | -3% | 7% | -7% | 0 | -10% | i | -14%
O=C(NC1CCCCC1)C(c1ccccc1)N1CCC2(CC1)OCCO2 (stereo not given) | 9% | 0 | -1% | 0% | 4% | 7 | -10% | i | -3%
O=C(Nc1nccs1)c1ccc(Cl)c(S(=O)(=O)N2CCCCC2)c1 | 3% | 0 | -4% | 20% | 0% | 8 | 0% | i | -4% | PMK inhibit pilot replicates=4.0;Spn MK inh pilot replicates=0.0;DPM-DC inhibit pilot screen %=0.0
CCCCNC(=O)c1cc(-c2ccc(OC)c(OC)c2)on1 | 2% | 8 | 5% | 15% | 4% | 12 | -2% | i | 2%
COc1ccc(-n2c(Cc3cccs3)nnc2SCC(=O)Nc2ccc3c(c2)OCCO3)cc1 | 15% | 14 | 4% | -1% | 9% | 7 | -7% | i | 4%
Cn1c(NC(=O)c2ccccc2C(F)(F)F)cc(=O)n(C)c1=O | -2% | 13 | -3% | 5% | 2% | 4 | -2% | i | 7%
Cc1ccccc1COc1ccc(/C(O)=C2/C(=O)C(=O)N(CCCn3ccnc3)C2c2ccco2)cc1 (stereo not given) | -20% | 7 | 2% | 9% | 8% | 0 | -12% | i | -8%
COc1ccc(OCC(=O)Nc2ccc(N3CCOCC3)cc2)cc1 | -8% | 0 | -2% | 0% | -7% | 2 | -8% | i | 7%
FC(F)(F)c1cccc(N2CCc3cn[nH]c32)c1 | -1% | 3 | -10% | 16% | / | 4 | -2% | i | 9%
Cc1ccc(CS(=O)(=O)CCC(=O)NCc2ccc3c(c2)OCO3)cc1 | 19% | 14 | -1% | 0% | -5% | 4 | -5% | i | 1%
COc1ccc2cc(CN(Cc3ccco3)C(c3nnnn3C3CCCCC3)C(C)C)c(=O)[nH]c2c1 (stereo not given) | -4% | 4 | -10% | 12% | 7% | 12 | -36% | i | 1% | PMK inhibit pilot replicates=0.5;Spn MK inh pilot replicates=0.5;DPM-DC inhibit pilot screen %=1.0
Oc1ccc(Cl)cc1/C=N/c1nccs1 | 26% | 3 | 3% | 5% | / | 0 | 3% | i | 0%
Cc1cc(C(=O)O)c(=O)[nH]c1C | 0% | 7 | 3% | 7% | / | 14 | -6% | i | -5%
COc1cc(OC)cc(C(=O)NCC(=O)OC2CCOC2=O)c1 (stereo not given) | 11% | 14 | 3% | 9% | -1% | 2 | -17% | i | -27%
Cn1c(SCc2ccc(C#N)cc2)nnc1-c1cccc(Cl)c1 | -9% | 5 | -3% | 13% | 7% | 9 | -4% | i | -4%
Cc1cc(NC(=O)CSc2nnc(Cc3ccccc3)o2)no1 | -5% | 0 | -2% | 1% | -8% | 4 | -18% | i | -26%
COC(=O)c1c(NC(=O)CSc2nnnn2-c2ccccc2)sc2c1CCCC2 | 5% | 5 | -2% | 16% | 2% | 21 | 5% | i | 5%
CCCn1c(NCc2cccs2)nc2ccccc21 | 2% | 2 | -7% | 1% | / | 0 | 4% | i | 0%
Cc1cc(-c2nsc(=O)o2)c(S(C)(=O)=O)s1 | -2% | 10 | -2% | 4% | / | 6 | -4% | i | -1%
CCN(CC)C(=O)c1n[nH]c(=O)c2ccccc12 | -6% | 0 | -6% | 7% | 0% | 9 | -16% | i | -6%
CCOc1ccc(N2CCCCn3c2nc2c3c(=O)[nH]c(=O)n2C)cc1 | 6% | 0 | 3% | 3% | 13% | 6 | -21% | i | -9%
COC(=O)c1sccc1NC(=O)c1csc2c1CCCC2 | 3% | 6 | -4% | 26% | 14% | 9 | -1% | i | -6%
O=C(Nc1ccc(-c2nnc(-c3ccccc3)o2)cc1)c1ccc(Br)o1 | -4% | 9 | -2% | 6% | 13% | 2 | 6% | i | 9%
O=C(NC1CC1)c1ccc(CSCc2cccc(F)c2)o1 | -4% | 0 | 1% | 9% | -8% | 8 | 7% | i | 5%
Cc1ccc2c(c1)C1(C(=O)N2C)N2CC3(C)CN1CC(C)(C2)C3=O (stereo not given) | -16% | 12 | -2% | 3% | / | 5 | -21% | i | -23%

Continued; it opens with the 4 that closed the last part.
SMILES | HT1080 viability | PMK inhibit | Bfl-1 inhibitors | Alkaline phosphatase | LYP inhibition | Spn MK inh | HPDE-C7 cytotoxicity | DPM-DC inhibit | KRASV12 cytotoxicity | others
COC(=O)c1sccc1NC(=O)c1csc2c1CCCC2 | 3% | 6 | -4% | 26% | 14% | 9 | -1% | i | -6%
O=C(Nc1ccc(-c2nnc(-c3ccccc3)o2)cc1)c1ccc(Br)o1 | -4% | 9 | -2% | 6% | 13% | 2 | 6% | i | 9%
O=C(NC1CC1)c1ccc(CSCc2cccc(F)c2)o1 | -4% | 0 | 1% | 9% | -8% | 8 | 7% | i | 5%
Cc1ccc2c(c1)C1(C(=O)N2C)N2CC3(C)CN1CC(C)(C2)C3=O (stereo not given) | -16% | 12 | -2% | 3% | / | 5 | -21% | i | -23%
C=CCn1c(N)c(C(=O)NCc2ccco2)sc1=S | 13% | 3 | -4% | 9% | 6% | 3 | 2% | i | 7%
COc1ccc(CNCC(O)COCc2cccs2)cc1 (stereo not given) | 0% | 19 | -2% | 21% | -8% | 18 | -4% | i | -10%
NC[C@@]12CCCC1C1CCC2C1 (stereo not given in full) | 17% | 2 | -7% | 14% | / | 0 | / | i | /
COc1nc(NCC(C)C)nc(Oc2ccc(OCc3ccccc3)nn2)n1 | 2% | 0 | 2% | 13% | -6% | 19 | -2% | i | 3%
Cc1cc(C)n(-c2ccc(C(=O)C(C#N)c3nc4ccccc4n3C)cc2)n1 (stereo not given) | 6% | 16 | -5% | 16% | -2% | 2 | -14% | i | -2%
COc1ccc(S(=O)(=O)N2CCCC2)c(C)c1C | 4% | 5 | -16% | 2% | 6% | 8 | -6% | i | -12%
O=C(O)CCc1ccc(-c2ccc(Cl)cc2)n1CC(=O)O | -2% | 2 | 14% | 5% | -8% | 3 | -1% | i | -5%
COc1ccccc1-n1c(SCC(N)=O)nc2c(c1=O)SCC2 | 1% | 2 | -1% | 17% | 1% | 8 | -2% | i | -10%
